ALOX12 inh = Primary qHTS assay for inhibitors of human arachidonate 12S-lipoxygenase (ALOX12): Round 2; Potency, µM (doses to about 108 µM), for inactives: top-dose activity change, negative = inhibition, usual class: inhibitors; AID 1671190, 2021; purified 12hLO, xylenol orange hydroperoxide absorbance; hit rate 1.1% among 580,000; active = well fitted inhibition curve with a large enough effect; inconclusive = small, poorly fitted or top-dose-only effect, or another doubt; inactive = no such curve, though single readings can be large or run the other way
Target sequence (P18054 whole entry, looked up): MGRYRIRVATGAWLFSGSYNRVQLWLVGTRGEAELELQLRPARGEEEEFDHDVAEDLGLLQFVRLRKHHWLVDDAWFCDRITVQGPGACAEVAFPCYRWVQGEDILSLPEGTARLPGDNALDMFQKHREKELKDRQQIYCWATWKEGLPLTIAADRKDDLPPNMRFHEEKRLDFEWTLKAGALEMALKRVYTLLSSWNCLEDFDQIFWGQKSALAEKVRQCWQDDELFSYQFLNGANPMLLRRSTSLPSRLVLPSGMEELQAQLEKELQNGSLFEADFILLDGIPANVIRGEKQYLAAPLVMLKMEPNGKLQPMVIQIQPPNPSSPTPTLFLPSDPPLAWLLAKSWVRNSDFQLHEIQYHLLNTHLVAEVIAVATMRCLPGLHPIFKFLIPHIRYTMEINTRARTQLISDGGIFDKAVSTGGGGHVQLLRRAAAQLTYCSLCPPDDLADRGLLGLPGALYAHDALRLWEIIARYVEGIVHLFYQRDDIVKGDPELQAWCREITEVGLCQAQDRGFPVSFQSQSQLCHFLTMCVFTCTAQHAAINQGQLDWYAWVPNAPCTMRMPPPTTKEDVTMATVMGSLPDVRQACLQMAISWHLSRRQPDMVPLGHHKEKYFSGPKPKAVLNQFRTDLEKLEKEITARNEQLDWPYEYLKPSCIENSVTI
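Hydroperoxide product was detected by ferrous iron/xylenol orange as the 573 to 405 nm absorbance ratio. Arachidonic acid at 40 uM (final) was turned over for 30 min at room temperature by 150 nM human 12hLO, pH 7.0 Hepes buffer, after 15 min compound preincubation.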
* hit, by the source's call; ? = inconclusive; [ ] = another dose, or the depositor's remark. % is scaled to controls: 0 for no effect and ±100 for the full control effect; potency is read from the fitted curve at half-maximal effect.

ALOX12 inh	SMILES
-22%	CC(CN1CCOCC1)OC(=O)c1cccc(F)c1 (stereo not drawn)
-3%	O=C(CCn1c(=O)[nH]c2ccccc21)NCC1Cc2cc(Cl)cc(-c3ccncc3)c2O1 (stereo not drawn)
17%	Cc1cccc(-n2nc(-c3c(C)nc4scc(CC(=O)NCc5ccco5)n4c3=O)cc2C)c1C
-11%	Cn1c2ccccc2c2nnc(SCc3ccc(F)cc3Cl)nc21
40%[activator]	CCCn1c(C)cnc1CC1CCN(C(=O)c2ccc(OC)cc2OC)CC1
16%	CN1Cc2ncnc(NCCc3ccccc3F)c2CN(c2ccccc2)C1=O
22µM*	O=C(NC1CCCC1)N[C@@H]1C[C@H](Cn2cc(C3CC3)nn2)[C@@H](O)[C@H]1O
1%	COc1ccccc1NC1(c2nnnn2-c2ccccc2)CCCCC1
-29%	Cc1ccc(NC(=O)CCc2c[nH]c3ccccc23)cc1
2%	Cc1noc2nc(-c3ccccc3F)cc(C(=O)NCc3ccc(N4CCOCC4)nc3)c12
7%	Cc1cc(C)c(SCC(=O)NC(C)(C)C)c(C)c1
-9%	O=C(NCc1ccc(F)cc1Cl)c1noc(-c2ccc3c(c2)OCO3)n1
53%[activator]	COc1ccc(-c2noc([C@@H]3CCCN3C(=O)c3ccc(OC)c(OC)c3)n2)cc1
26%	COCC1CN(C(C)=O)CC12CCN(Cc1cccc(C#N)c1)CC2 (stereo not drawn)
6%	COCCCNC(=O)[C@@H](C)N1Cc2ccc(-c3cccc(F)c3)nc2C1=O
15%	CCc1nc2c(=O)n(CC(=O)N(CC)Cc3ccccc3)nc(C)c2s1
?	CC(C)(C)N1CC(c2nc3ccccc3n2Cc2cccc3ccccc23)CC1=O (stereo not drawn)
14%	COc1ccc(CCC(=O)N2CCCCCCNC(=O)[C@@H]3CCCC[C@@H]32)cc1
-28%	CCCCn1c(=O)n(CC(=O)Nc2ccc3c(c2)CCC3)c(=O)c2c1ncn2Cc1ccco1
0%[176 µM]	COc1ccccc1-c1cc(C(=O)NCc2c(C)cc(C)[nH]c2=O)c2c(c1)ncn2C
?	CCN1CCN(Cc2cc(=O)oc3cc(C)cc(O)c23)CC1
14%[176 µM]	CN(Cc1ccc(F)cc1)C(=O)C1CCCC1
-4%	COc1ccccc1C(=O)N1CCC2(CC1)OCCN2S(=O)(=O)c1ccc(F)c(C)c1
55%[activator][176 µM]	NC(=O)c1cccc2[nH]c([C@H]3CCN(Cc4cccc(Cl)c4)C3)nc12
0%	CCc1ccc(C(=O)N2CCN(C(=O)c3nnn4c3COC(c3ccc(Cl)cc3)C4)CC2)cc1 (stereo not drawn)
14%	CCCNC(=O)C1COC2(CCN(C(=O)Cc3ccccc3)CC2)N1C(=O)c1ccc(OC)cc1 (stereo not drawn)
15%	C[C@@H]1CN([C@H](C)CO)C(=O)CCCn2nncc2CO[C@H]1CN(C)C(=O)Nc1ccnc(N2CCOCC2)c1
?	O=C(NCc1ccc(Cl)cc1)C(=O)Nc1cccc2[nH]ccc12
28%	COc1ccc(CN2CCc3nc(N4CCOCC4)[nH]c(=O)c3CC2)cc1Br
5%	COc1ccc(/C(C#N)=C/c2ccc(OCCOc3ccccc3)cc2)cc1OC
-3%	Cc1ccc(-c2ncc(NC(=O)c3cc(F)ccc3F)cn2)cc1
24%	C=CCn1c(-n2nc(C)cc2C)nc2c1c(=O)n(C/C=C/C)c(=O)n2C
?	O=C(CN1CCN(c2ccccc2O)CC1)N1N=C(c2cc3ccccc3o2)CC1c1ccco1 (stereo not drawn)
37%	C[C@]1(CO)C2CC[C@@H](O)[C@@H](CC(=O)N3CCC[C@H]3CO)[C@]2(C)CC[C@H]1OC(=O)Nc1cccc(F)c1 (stereo partly drawn)
22%	CCn1nccc1C(=O)N1CCCC1c1cc(C)no1 (stereo not drawn)
23%	CCN1CC2(CCN(C(=O)Cc3c(C)[nH]c4c(F)cccc34)CC2)OC1=O
5%	CN(C)C(=O)Cc1cccc(C(F)(F)F)c1
19%	CS(=O)(=O)N1C[C@H]2CCN(C(=O)c3cc(F)ccc3Cl)C[C@H]21
-28%	COCC(=O)N[C@H]1CC(C)(C)[C@@H]2C[C@@](C)(O)CC[C@]12CCC(=O)N1CCN(c2ccccc2OC)CC1
?	CCc1cccc(NC(=O)c2ccc3c(c2)N(C)C2CCCN2C3=O)c1 (stereo not drawn)
?	CN(Cc1nc(-c2cccnc2)no1)C(=O)CC1COCCN1 (stereo not drawn)
7%[6.33 µM]	C[S+](=O)([O-])N1CC2(CCN(Cc3cccc(C(N)=O)c3)C2)Cc2ccccc21 (stereo not drawn)
10%[176 µM]	CN1C(=O)CO[C@H](c2ccc(NC(=O)C(C)(C)C)cc2)[C@H]1CO
45%[activator][176 µM]	Oc1ccccc1CN1CCOC[C@H]1c1ncc(-c2ccc(F)cc2)[nH]1
8%	CCc1noc(-c2cn(C3CCCN(C(=O)COc4ccc(F)cc4)C3)nn2)n1 (stereo not drawn)
16%	COCCCN1C(=O)CC(CC(=O)N2CCC(C(O)c3ccccc3)CC2)(c2ccccc2C)C1=O (stereo not drawn)
6%	O=S(=O)(c1ccccc1)N1CCCC(Cn2c(C3CC3)nc3cccnc32)C1 (stereo not drawn)
-4%	CCOC(=O)c1cc(C)n(CC(=O)N2CCCOCCNC(=O)CC2)c1C
16µM*	Cc1ccc(S(=O)(=O)NC[C@H]2O[C@@H](CO)[C@@H](O)[C@H]2N2CCN(c3ncccn3)CC2)cc1
-5%	COc1ccc(/C=C/C(=O)C2(C)CCCCC2)cc1
2%	CC(C)/C=C/C(=O)N1CCC(N2CCC(C(=O)NCC3CCCO3)CC2)CC1 (stereo not drawn)
4%[176 µM]	CC1(CCCCc2ccccc2)COc2ccc(C(=O)NC3CCC(O)CC3)cc2N1 (stereo not drawn)
-1%	C[C@@H]1CN([C@@H](C)CO)C(=O)CCCn2nncc2CO[C@H]1CN(C)Cc1cccc(O)c1
4%	Cc1cc(S(=O)(=O)N2CCCC2c2noc(COc3ccc(F)cc3)n2)ccc1F (stereo not drawn)
95%[activator]	CC(C)(C)n1nnnc1C1CC2(CCOCC2)C(=O)N1CCc1nc2ccccc2[nH]1 (stereo not drawn)
40%	O=C(NCc1ccccc1F)c1ccc2c(c1)CN(Cc1ccsc1)CCO2

Continued.
ALOX12 inh	SMILES
13%	CC1(C)OC(=O)C2=C(C[C@@H](C3CC3)O[C@@H]2C2CC2)O1
35%	CCOC(=O)C1=C(C)N=C2SC=C(CC(=O)NC3CC3)N2C1c1cccc(OC)c1OC (stereo not drawn)
?	COc1cccc(Cn2c(=O)c3ccnn3c3ccc(C(=O)NCCCN(C)C)cc32)c1
?	CC1CCN(C(=O)CSc2nnc(-c3ccco3)n2N)CC1
-2%	c1cncc(-c2nc(N3CCC3)c3ccccc3n2)c1
204%[activator]	Cc1ncsc1CN1CC[C@@H]2C(=O)NCCCCCCN(Cc3ccncc3)[C@@H]2C1
71µM*	O=C(O)c1cc(O)c2ccccc2c1O
44%[activator][176 µM]	O=c1c2nc(-c3cccc(O)c3)ccc2ncn1-c1ccccc1

Another view of some results above:
compound | ALOX12 inh
CCc1ccc(C(=O)N2CCN(C(=O)c3nnn4c3COC(c3ccc(Cl)cc3)C4)CC2)cc1 (stereo not drawn) | 0%
CN1Cc2ncnc(NCCc3ccccc3F)c2CN(c2ccccc2)C1=O | 16%
O=S(=O)(c1ccccc1)N1CCCC(Cn2c(C3CC3)nc3cccnc32)C1 (stereo not drawn) | 6%
Cc1cc(S(=O)(=O)N2CCCC2c2noc(COc3ccc(F)cc3)n2)ccc1F (stereo not drawn) | 4%
COc1ccccc1NC1(c2nnnn2-c2ccccc2)CCCCC1 | 1%

(listing goes on)
ALOX12 inh	SMILES
53%[activator]	O=C1CCN(Cc2ccc(F)cc2F)CCCC(c2nc(-c3cnccn3)no2)CCN1 (stereo not drawn)
6%[6.33 µM]	O=C(c1ccc(C(F)(F)F)cc1)N1CCn2c(nnc2-c2ccc(Cl)cc2)C1
?	COC(=O)c1cc2c(c3c4ccccc4n(S(=O)(=O)c4ccc(C)cc4)c13)C(=O)N(C)C2
13%[176 µM]	Clc1ccc(-c2cnc([C@@H]3COCCN3C3CCCCC3)[nH]2)s1
11%	Cc1cc(Cl)ccc1S(=O)(=O)N1C[C@@H](F)C[C@H]1C(=O)N1CCCCC1
91%[activator]	O=C(CCCc1ccccc1)Nc1ccnn1C1CCN(C(=O)CCN2CCCC2=O)CC1
26%	COc1cc(Cl)ccc1C(=O)N1CC2CC(C1)[C@H]1CCCC(=O)N1C2 (stereo partly drawn)
?	O=C1NC2(CCCCC2)NN1c1ccc(Br)cc1
47%[activator]	Nc1ccc2ncnc(N3CCCC3)c2c1
31%	COc1cccc(COC2CN(C(=O)CCc3cccs3)CC(=O)N(Cc3ccccn3)C2)c1 (stereo not drawn)
16%	COCCC(=O)N1CCC(C2CCN(S(C)(=O)=O)CC2)C1 (stereo not drawn)
?	C/C(=N/Nc1ccc(S(=O)(=O)Nc2ccc(Cl)cc2)cc1[N+](=O)[O-])c1ccco1
-50%	CCc1ccc(C(NS(=O)(=O)c2cccs2)c2cccs2)cc1 (stereo not drawn)
-11%	CC(C)N(Cc1ccccc1)C(=O)COC(=O)c1ccc(F)cc1Cl
17%	Cc1ccc(NC(=O)Cn2nc3n(c2=O)CCCCC3)cc1Cl
13%[176 µM]	COc1ccc(OCC(=O)Nc2ncc(-c3ccc(OC)nc3)c3c2OCC3)cc1
47%[activator]	Cc1cc(C(=O)N2C[C@@H](C)[C@H](c3nc(-c4ccccc4)no3)C2)n[nH]1
9%	Cn1nc(C(C)(C)C)cc1C(=O)N1CCCCC1c1cc(C(=O)Nc2ccccc2)no1 (stereo not drawn)
15%	COc1cccc(CC(=O)N2CCC(n3cc(-c4nc(-c5ccccc5)no4)nn3)CC2)c1
53%[activator]	Fc1ccc2nc(C3CCN(Cc4nc(COc5ccccc5)no4)CC3)[nH]c2c1
-6%	CCCc1cc(=O)oc2cc(OCC(=O)c3ccccc3)ccc12
-23%	CCCc1cc(=O)oc2cc(OC(C)C(=O)Nc3cc(C)on3)ccc12 (stereo not drawn)
0%	C=CCN1[C@H](C)[C@H](c2ccccc2)Oc2cc(Br)ccc2S1(=O)=O
-24%	COc1ccc(C(=O)c2c(N)c(C#N)c3n2CCC3)cc1

Pulled one by one from the entries so far, 6 records:
ALOX12 inh	SMILES
-6%	CCCc1cc(=O)oc2cc(OCC(=O)c3ccccc3)ccc12
0%	C=CCN1[C@H](C)[C@H](c2ccccc2)Oc2cc(Br)ccc2S1(=O)=O
-23%	CCCc1cc(=O)oc2cc(OC(C)C(=O)Nc3cc(C)on3)ccc12 (stereo not drawn)
9%	Cn1nc(C(C)(C)C)cc1C(=O)N1CCCCC1c1cc(C(=O)Nc2ccccc2)no1 (stereo not drawn)
-24%	COc1ccc(C(=O)c2c(N)c(C#N)c3n2CCC3)cc1
15%	COc1cccc(CC(=O)N2CCC(n3cc(-c4nc(-c5ccccc5)no4)nn3)CC2)c1

Following part
ALOX12 inh	SMILES
4%	COc1cc(NC2=N[C@H]3[C@@H](O)[C@H](O)C[C@H](C(=O)N(C)Cc4ccccc4)[C@H]3S2)cc(OC)c1
-19%[176 µM]	CC1=C[C@@H](CNC(=O)C2CC2)[C@H](C(C)C)C[C@H]1CC(=O)Nc1ccccn1
4%	Cc1cccc(N2C(N)=C(C#N)C3(C(=O)N(Cc4cccc(F)c4)c4ccccc43)C3=C2COC3=O)c1 (stereo not drawn)
41%[activator]	COc1cc(OC)cc(C(=O)N2CC(c3noc(-c4ccccc4)n3)C2)c1
42%[activator]	COCC(=O)N[C@@H]1CN(Cc2c(F)cccc2Cl)C[C@H]1CO
-6%	O=C(NCc1ccccc1Cl)C(=O)Nc1ccccc1
20%	O=C(N[C@H]1C[C@@H]2OCC[C@H]12)c1cccnc1SCCc1ccccc1
8%	CN(C(=O)c1cnc(N2CCOCC2)c2ccccc12)c1ccccc1Cl
2%	COc1c(CC2CC(c3ccc(F)cc3)=NO2)cc2c(c1OC)OCO2 (stereo not drawn)
18%[176 µM]	O=C(O)c1ccc(CN2CCC[C@H]2c2nc(-c3ccc(-c4cncnc4)nc3)no2)cc1
0%	COc1cccc(CNC(=O)[C@@H]2CCCN2C(=O)OC(C)(C)C)c1
10%	COc1ccc2cc(CNCc3ccccc3C(F)(F)F)c(N3CCCC(CO)C3)nc2c1 (stereo not drawn)
-13%	O=C1C(=O)N(C2CCCC2)C(=O)N1Cc1ncc(-c2ccc(Cl)cc2)o1
-4%[176 µM]	COCCn1c2c(c(=O)n1-c1ccccc1)CCN(C(=O)c1cccc(C#N)c1)C2
?	COc1ccccc1NC(=O)c1cc2c(=O)n3ccccc3nc2n1Cc1ccccc1
?	COc1ccc(CNCC(=O)O)cc1
0%	COCCn1cnnc1SCCOc1ccc(F)cc1
4%	CC1(C(=O)Nc2cccc(Oc3ccccc3)c2)CCN1Cc1cc2ccccc2o1 (stereo not drawn)
4%	C[C@H]1[C@@H](NC(=O)Nc2cc(Cl)cc(Cl)c2)CC[C@@]23CCCN2C(=O)CCC[C@@H]13
35µM*	CC(C)c1ccc2oc(-c3ccc(N)cc3O)nc2c1
?	CC(C)N1CCC(CNC(=O)c2cc3ccccc3n2C)C1 (stereo not drawn)
58%[activator]	COCC(=O)NC1CCC12CCN(C(=O)Nc1ccccc1F)CC2 (stereo not drawn)
-10%	COCOc1cccc(CN2CCC2(C)C(=O)Nc2ccc(C)c(O)c2)c1 (stereo not drawn)

Not all compounds are listed. The share of hits here may be higher or lower than overall.
